# Source: PubChem (several laboratories)
# SIAE inh = inhibitors of human sialic acid acetylesterase SIAE; Q9HAT2; inhibition, % at 9.66 µM; 370,000 compounds, 0.69% hits; SIAE FP-Rh probe binding, fluorescence polarization;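 active means inhibition above a cutoff: mean of compounds within the control limits plus 3 SD of those, cut at about 17% in these data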;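 further: 0% = plate median of compound wells and 100% = probe without SIAE protein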
# UHRF1 MBD2 ctr = blocks human UHRF1 binding to methylated DNA; AID 687016; Q96T88; inhibition, % at 4.4 µM; 370,000 compounds, 0.75% hits; UHRF1 binding to methylated oligo, TR-FRET; in the data active means inhibition above about 21%;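 further: UHRF1 SRA domain binding a hemimethylated CpG hairpin DNA probe; 0% = median of test compound wells and 100% = reference inhibitor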
# rCAG binder = r(CAG) repeat RNA binding. TO-PRO-1 dye displacement fluorescence. inhibition, % at 3 µM. 370,000 compounds, 1.3% hits;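 active means inhibition above the plate cutoff, the mean of all test compounds on that plate plus 3 SD, cut at about 35% in these data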;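 further: 0% = DMSO alone and 100% = 100 µM mitoxantrone as full dye displacement; higher means more dye released from RNA so lower well fluorescence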
# NPR2 activator = GC-B (human) receptor activation. P20594. HEK293-GC-B cells, CNP EC30, cGMP TR-FRET; 0% at EC30 CNP, 100% saturating CNP. activation, % at 10 µM. 370,000 compounds, 0.11% hits. AID 1920062;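 active means activation at 10 µM reaching about 35% in either raw or pattern-adjusted values, limit read from the data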
# mABHD4 FP = inhibitors of mouse ABHD4; Q8VD66; inhibition, % at 8.92 µM; purified mABHD4, FP-Rh probe fluorescence polarization; 370,000 compounds, 0.54% hits;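 active means inhibition exceeding the mean over every tested compound plus 3 SD, cut at about 30% in these data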;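 further: 0% = plate median of compound wells and 100% = S159A mutant with DMSO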
# Target sequence (Q8VD66 whole entry, looked up): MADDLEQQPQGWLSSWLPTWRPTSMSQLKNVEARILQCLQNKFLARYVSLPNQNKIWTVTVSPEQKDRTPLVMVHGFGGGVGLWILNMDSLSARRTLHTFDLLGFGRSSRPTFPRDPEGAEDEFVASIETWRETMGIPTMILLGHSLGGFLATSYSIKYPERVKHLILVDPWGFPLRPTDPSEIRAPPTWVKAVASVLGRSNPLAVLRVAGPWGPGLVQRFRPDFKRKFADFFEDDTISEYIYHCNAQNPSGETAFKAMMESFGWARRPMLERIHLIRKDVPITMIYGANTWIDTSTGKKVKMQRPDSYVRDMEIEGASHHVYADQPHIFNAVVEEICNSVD
#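 Test system: mABHD4 protein; Read-out basis: % inhibition; Incubation: 45 min + 60 min at 25 °C; Repeats: single replicate; Technique: fluorescence polarization with parallel and perpendicular emission, 525/598 nm; Compound: 8.92 µM, single dose; Benchmarks: full inhibition S159A mutant plus DMSO, zero as sample-well median.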
# TCR-CD3 inh = blocks the human TCR-CD3 interaction. 360,000 compounds, 0.37% hits. inhibition, % at 9.4 µM. AID 651800. TAMRA-labeled TCR probe fluorescence, biochemical; in the data active means inhibition above about 19%;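 further: recombinant mutant TCR 2C K166C tagged with TAMRA read by polarization; 0% = receptor in buffer alone and 100% = receptor with positive control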
# PRMT1 inh = blocks human protein arginine methyltransferase 1; recombinant PRMT1, activity-based probe fluorescence polarization; 370,000 compounds, 1.3% hits; inhibition, % at 2.79 µM; AID 652257;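 active means inhibition above about 21% made by adding two undisclosed values, limit read from the data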
# Target sequence (Q99873 whole entry, looked up): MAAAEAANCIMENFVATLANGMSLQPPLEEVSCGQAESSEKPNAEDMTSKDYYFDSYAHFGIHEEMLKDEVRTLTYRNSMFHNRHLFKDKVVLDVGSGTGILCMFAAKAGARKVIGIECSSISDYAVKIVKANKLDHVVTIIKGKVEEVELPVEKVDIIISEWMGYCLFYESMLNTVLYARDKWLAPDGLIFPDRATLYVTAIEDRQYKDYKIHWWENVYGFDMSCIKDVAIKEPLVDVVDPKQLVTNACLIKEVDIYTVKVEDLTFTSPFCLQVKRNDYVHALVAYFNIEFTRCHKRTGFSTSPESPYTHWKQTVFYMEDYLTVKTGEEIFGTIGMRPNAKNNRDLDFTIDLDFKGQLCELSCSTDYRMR
# HTRA1 inhibitor = blocks human HTRA1 serine peptidase; Q92743; recombinant HTRA1, FP-rhodamine activity-based probe, fluorescence polarization; inhibition, % at 5.96 µM; 340,000 compounds, 0.5% hits; AID 504803; in the data active means inhibition above about 36%;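 further: 0% = enzyme with DMSO and 100% = wells lacking enzyme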
# MBD2 DNA inh = MBD2-methylated oligo binding inhibition; Q9UBB5; TR-FRET, MBD2 binding to methylated oligonucleotide; inhibition, % at 4.4 µM; 370,000 compounds, 0.31% hits; AID 686964; in the data active means inhibition above about 13%
# Target sequence (Q9UBB5 whole entry, looked up): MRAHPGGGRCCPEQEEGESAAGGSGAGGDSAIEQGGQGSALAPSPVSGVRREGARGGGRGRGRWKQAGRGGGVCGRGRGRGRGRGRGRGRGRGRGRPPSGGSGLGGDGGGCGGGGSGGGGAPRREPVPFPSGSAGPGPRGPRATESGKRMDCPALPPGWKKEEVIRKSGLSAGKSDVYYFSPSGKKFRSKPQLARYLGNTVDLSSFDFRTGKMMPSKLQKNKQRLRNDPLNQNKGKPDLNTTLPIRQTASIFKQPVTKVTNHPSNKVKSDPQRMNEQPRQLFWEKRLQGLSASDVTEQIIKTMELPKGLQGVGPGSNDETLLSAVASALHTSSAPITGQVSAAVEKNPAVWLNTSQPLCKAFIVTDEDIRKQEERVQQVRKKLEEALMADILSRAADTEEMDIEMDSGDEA
# GC-A act = GC-A (human) enzyme activation; P16066; AID 1671463; 370,000 compounds, 0.14% hits; activation, % at 10 µM; HEK293 GC-A cells, cGMP TR-FRET, EC30 ANP; 0% at EC30 ANP, 100% saturating ANP; in the data active means activation above about 40%
# * hit, by the source's call; . = no result given. These rows are one share of the data; count on the stated rates, not on these rows.
SMILES,SIAE inh,UHRF1 MBD2 ctr,rCAG binder,NPR2 activator,mABHD4 FP,TCR-CD3 inh,PRMT1 inh,HTRA1 inhibitor,MBD2 DNA inh,GC-A act
Nc1ccc(-c2ccc(C(=O)O)s2)cn1,4.7,-0.2,1.0,-1.6,1.9,10.4,-1.1,-2.4,-2.9,-0.1
O=C(c1cccc2nc3ccccc3nc12)N1CCOCC1,-3.8,-0.5,0.7,-4.0,5.8,0.6,1.6,-1.8,-1.0,-3.5
Cc1ccc(C(=O)OCc2cc(=O)n3c(C)csc3n2)s1,0.2,-2.1,0.1,0.2,3.5,-5.0,-1.4,-7.4,1.6,-0.9
c1ccc(-n2nnnc2-n2ccnc2)cc1,2.6,2.1,0.9,-8.9,2.9,-6.8,-0.1,-1.8,-4.0,-0.3
CCC(C)(O)c1cnc(CC(C)C)c(=O)n1O (stereo not given),1.9,5.4,2.3,5.8,-2.2,-4.8,-4.4,.,3.7,-1.1
Cc1c(CC(=O)NCCCC(=O)O)c(=O)oc2cc3oc4c(c3cc12)CCCC4,-9.2,-3.5,12.8,-5.6,-6.1,8.3,1.2,8.6,-0.1,3.5
O=C(COC(=O)/C=C/c1ccc([N+](=O)[O-])cc1)NCC1CCCO1 (stereo not given),-1.0,-2.5,-1.7,-1.3,3.8,4.0,2.9,10.3,-4.5,0.0
O=c1c(-c2ccc(Cl)cc2)[n+]([O-])c2ccccc2n1OCc1nc2ccccc2[nH]1,4.3,-2.5,0.2,-3.5,0.5,-3.4,-0.7,6.2,-0.7,-0.9
COc1ccc(OC(=O)c2cnn(-c3ccccc3)c2C)cc1,-4.7,2.8,-2.0,-5.3,-2.3,5.2,1.9,-2.9,5.0,2.1
CCOC(=O)C1CCN(C(=O)c2ccccc2NC(C)=O)CC1,3.9,0.0,-1.6,1.6,0.6,8.3,-6.3,8.3,-4.6,3.5
O=C(CCl)N1CCN(S(=O)(=O)c2ccc3c(c2)OCCCO3)CC1,1.1,-1.8,0.3,-1.0,3.5,-2.1,-2.0,7.7,2.5,-2.6
Cc1cccc(NC(=O)Nc2c(-c3ccc(C(F)(F)F)cc3)nc3ncccn23)c1,4.9,-0.2,9.4,5.9,3.6,.,3.6,.,-1.8,1.7
CC(C)C(NC(=O)c1ccco1)C(=O)OCC(=O)NCCc1ccccc1 (stereo not given),1.9,-1.6,2.2,-2.3,0.8,-2.3,-1.7,3.3,-3.8,3.2
COc1ccccc1/C=C/C(=O)NCC(=O)N/N=C/c1ccccc1,7.8,-1.1,0.6,4.7,1.3,-6.3,2.0,2.2,0.7,0.3
CCCCNC(=O)NS(=O)(=O)c1ccc(NC(=O)CSc2ncnc3scc(-c4ccc(C)cc4)c23)cc1,-16.9,-2.7,77.2*,-7.5,-56.7,.,-0.8,.,5.5,-1.2
COc1cc(C(=O)NCc2nnc(SCC(=O)Nc3ccc4c(c3)OCO4)o2)cc(OC)c1OC,0.2,1.1,-0.8,-2.5,-0.8,3.9,-1.9,2.5,0.7,2.1
CSc1nc(C)nc2c1c(=O)n(C)c(=O)n2C,-0.5,0.3,0.2,-2.2,-4.0,0.1,4.1,-1.3,3.9,7.0
Cc1cccc(N/N=C/c2ccc(O)c(O)c2O)c1,-1.7,7.3,43.1*,1.6,35.6*,6.2,32.9*,59.2*,6.7,-0.9
O=C(Nc1ccc(F)cc1)c1ccc(S(=O)(=O)N2CCOCC2)o1,5.3,-1.0,-0.3,6.8,13.5,0.8,2.2,.,0.6,-0.2
CCC(=O)Nc1cccc(NC(=O)c2cccnc2)c1,-2.0,-0.5,1.4,8.7,2.9,1.2,-3.2,0.3,3.8,-6.2
CC(C)CCNC(=O)Cc1c(C(=O)O)[nH]c2ccc(Cl)cc12,-5.7,1.7,14.4,1.4,-1.2,0.7,0.6,3.2,-1.2,2.3
CC1(C)CCCC2(C)C(OCCO)=CC(=O)C=C12 (stereo not given),-2.1,0.9,0.8,-5.1,-1.8,-2.6,-3.6,-4.6,3.9,2.5
C1CCN(CC2CCCCN2)CC1 (stereo not given),-3.6,1.7,1.7,2.6,-1.2,0.1,0.0,0.7,-2.2,0.9
CC(C)(C)N=C1NC(=NC(C)(C)C)c2ccccc21,0.2,0.4,6.2,12.2,11.7,-4.9,-4.0,-4.5,1.3,14.4
O=C(NCc1ccccc1Cl)C1CCC(CNc2c(N3CCCCC3)c(=O)c2=O)CC1 (stereo not given),2.5,-2.7,2.8,-4.5,4.2,-2.7,-6.3,-0.6,-6.0,-1.8
CCc1nc2c(OCCOc3ccc(F)cc3)cccn2c1N(C)C(=O)c1ccc(OC)cc1,6.2,-0.2,-0.9,2.8,-3.6,3.1,4.6,.,2.3,0.8
O=C1OC(c2ccc(Cl)cc2)/C(=C(/O)c2ccccc2)C1=O (stereo not given),-2.2,1.1,4.8,2.9,8.8,2.1,5.3,-4.9,-1.7,2.4
CCOC(=O)c1cccnc1SCC(=O)N(C)c1ccccc1,2.5,2.9,-2.3,-4.3,0.7,-0.2,3.1,-5.0,0.4,-4.6
COc1cc(/C=C/C(=O)OCC(=O)NCC(=O)Nc2cccc(C)c2C)ccc1OC(F)F,-2.0,-2.6,1.5,-2.7,1.4,-6.1,0.3,-0.1,-4.4,-1.6
COc1ccc(CNC(=O)CNC(=O)N2CC(=O)Nc3ccccc32)cc1,3.6,-1.3,-0.6,6.0,-6.8,8.7,-0.6,7.5,1.4,0.2
CCN(CC)S(=O)(=O)c1ccc(OC)c(NS(=O)(=O)c2cccc(C(=O)O)c2)c1,1.9,-1.4,2.6,1.2,0.5,-0.8,1.8,-8.2,-1.7,3.3
O=S(=O)(Nc1ccccc1)c1cccc2nonc12,2.7,-0.9,-0.9,1.3,-5.5,-6.2,0.0,-3.4,2.1,0.6
COc1ccc(CNC(=O)CN(Cc2ccc(Cl)cc2)C(=O)c2csnn2)cc1,-0.5,1.1,-2.8,-7.5,1.6,2.2,-1.2,-5.3,-0.1,-1.9
COc1ccc(N=C2S/C(=C\c3cc(C)n(C)c3C)C(=O)N2C)cc1,2.4,-2.3,18.3,-8.9,3.0,-0.7,1.8,-0.5,0.9,7.1
CCOc1ccc(CN(CC)C(=O)c2ccc3c(c2)[nH]c(=O)c(=O)n3CC)cc1OC,-29.9,-2.1,0.6,9.8,-14.9,-7.8,-3.9,-18.6,-2.3,2.1
CC(C)c1ccc(C(C(=O)NC2CCCC2)N(C(=O)CNC(=O)c2ccco2)c2cccnc2)cc1 (stereo not given),-3.0,1.9,0.0,1.5,5.9,7.5,-1.5,0.4,-2.8,-4.6
CS(=O)(=O)N1CCN(CC2CC3C=CC2C3)CC1 (stereo not given),-0.7,-0.6,-3.4,0.1,9.6,0.2,-0.9,0.1,2.0,-0.5
CN(C)CCSc1nc(O)c(-c2ccccc2)c(=O)n1-c1ccccc1,2.5,-0.1,-1.5,7.3,0.1,-9.6,20.4,2.9,4.4,0.3
Cc1cc(Nc2c(C)cccc2C)n2nc(C)nc2n1,-5.4,-0.1,2.3,2.2,3.5,1.1,-1.9,1.3,4.9,0.5
CCCn1c(SCC(=O)N2CCN(C(=O)c3ccco3)CC2)nc2ccccc2c1=O,-5.6,4.1,-1.9,-1.5,-3.1,-1.5,4.5,.,0.8,-4.5
CCOC(=O)Nc1nc(-c2ccc(Cl)cc2Cl)cs1,-1.0,20.3,3.6,-1.9,-9.4,2.7,3.4,-15.3,13.3*,8.1
CCNC(=O)c1ccc(C2SCC(=O)N2Cc2ccco2)cc1 (stereo not given),5.7,1.4,11.0,0.7,3.2,-0.7,20.3,5.1,3.5,-0.3
Cc1csc(SCC(=O)NC(=O)C2CCCCC2)n1,-2.3,5.4,-0.6,5.8,1.4,-5.6,-0.2,-1.3,7.0,1.5
O=C(CCCn1nnnc1CN1CCOCC1)N1CCC(c2ccccc2Cl)C1 (stereo not given),-8.3,3.0,-1.0,-0.6,-7.2,-7.9,-0.8,4.1,-5.4,-0.8
CCOc1cc(CNc2nn[nH]n2)ccc1OCC(=O)NC(C)(C)C,4.4,14.3,0.2,1.6,-2.2,-0.6,-3.0,5.3,0.7,4.4
CC(=O)/C(N=Nc1c(C)n(C)n(-c2ccccc2)c1=O)=C(\C)O,10.5,-5.7,-0.9,-1.8,-0.9,3.5,-2.9,2.2,-10.1,0.2
CCOC(=O)C1CCN(Cc2cccc(OC)c2)CC1,-3.1,-0.6,-3.9,4.6,4.5,6.0,2.4,5.2,1.1,-0.4
O=C(N/C(=C/c1ccc2c(c1)OCO2)C(=O)N1CCOCC1)c1cccs1,-0.3,-0.8,-2.9,2.5,-1.8,8.2,2.1,-2.3,-0.9,-3.4
CC(=O)Oc1cccc(N2C(=O)c3ccccc3C2=O)c1,6.7,-4.9,1.1,1.9,6.3,-5.0,-1.2,5.4,-7.0,-0.7
COc1ccc(CNC(=O)C2CSC(c3ccc(OC)cc3)N2C(C)=O)cc1 (stereo not given),-4.3,2.9,-1.3,-0.9,-10.1,-9.1,8.2,-6.3,5.7,-3.5
CC1=C(C(=O)N2CCOCC2)CC(CC(=O)NC2CC2)C(=O)N1Cc1ccc(F)cc1 (stereo not given),-4.0,1.6,0.8,1.6,2.6,3.1,4.8,.,5.8,0.5
O=[N+]([O-])c1ccc(Oc2cccc3cccnc23)c(Cl)c1,4.5,0.4,-2.6,-6.0,-9.5,-9.5,0.0,-8.3,7.8,-7.1
COC(=O)[C@H](CC(C)C)NC(=O)/C=C/[C@H]1O[C@@H](n2ccc(=O)[nH]c2=O)[C@H](O)[C@@H]1O,1.5,-1.4,3.7,7.5,-1.0,1.1,0.2,.,0.1,-2.6
O=C(COC(=O)CNC(=O)c1ccccc1F)Nc1cccc(S(=O)(=O)N2CCCCCC2)c1,-1.9,-3.0,-1.1,0.1,-3.4,3.1,-2.0,0.9,3.5,2.1
C=CCc1cc(Cl)ccc1OCCOCCNC(C)(C)C,-1.4,0.8,0.8,-10.3,19.5,-1.5,-0.9,6.3,-1.0,-1.8
COc1ccc(CCN=Cc2ccccc2O)cc1OC,-0.8,-0.4,3.3,0.4,4.7,-1.5,-2.8,0.3,4.6,5.4
Cc1ccc(N2CC(C(=O)NC3CC3)CC2=O)cc1Cl (stereo not given),-4.1,1.2,-0.4,1.0,0.4,-3.8,0.9,-5.2,3.6,1.7
Cc1cc(-c2nn3c(C)nnc3s2)ccc1NC(=O)C(C)(C)C,6.9,-0.6,-4.0,0.9,3.3,-0.2,1.4,4.7,-4.7,2.6
COc1ccc(NC(=O)CN2CCC(C(N)=O)(N3CCCCC3)CC2)cc1,-0.5,4.1,-1.5,3.8,-3.3,-3.0,0.0,2.3,4.3,-0.6
Fc1ccc(NCc2nnc(SCc3ccccc3)o2)cc1,-5.8,3.1,-0.4,-0.9,-16.4,-5.2,7.8,1.3,9.7,-2.4
COCCCN1C(=O)N(c2ccccc2)C(=O)C1CC(=O)Nc1ccc(F)cc1 (stereo not given),-4.6,-1.1,-2.8,3.1,3.8,8.0,3.1,2.5,-0.2,-2.0

# An excerpt from above in order of their number in mABHD4 FP, lowest first.
structure | SIAE inh | UHRF1 MBD2 ctr | NPR2 activator | mABHD4 FP | TCR-CD3 inh | PRMT1 inh | HTRA1 inhibitor | MBD2 DNA inh | GC-A act
O=[N+]([O-])c1ccc(Oc2cccc3cccnc23)c(Cl)c1 | 4.5 | 0.4 | -6.0 | -9.5 | -9.5 | 0.0 | -8.3 | 7.8 | -7.1
COc1ccc(NC(=O)CN2CCC(C(N)=O)(N3CCCCC3)CC2)cc1 | -0.5 | 4.1 | 3.8 | -3.3 | -3.0 | 0.0 | 2.3 | 4.3 | -0.6
CC(=O)/C(N=Nc1c(C)n(C)n(-c2ccccc2)c1=O)=C(\C)O | 10.5 | -5.7 | -1.8 | -0.9 | 3.5 | -2.9 | 2.2 | -10.1 | 0.2
